# Screens (PubChem)
# influenza NS1A: H1N1 influenza NS1A inhibitors, functional cell based assay (AID 504329); NS1A functional cell-based assay, percent inhibition; higher % means a stronger effect; inhibition, % at 12.5 µM, or IC50 in µM where a hit was titrated; 340,000 tested, 0.3% active; in the data active = a potency from the dose series; inconclusive = inhibition above about 27% without an active follow-up result; note: strong numbers were not always called active
# PhoP GFP inhibition: PhoP regulon inhibitors, Salmonella typhi PhoP promoter GFP reporter, confirmatory (AID 1850) | Salmonella Typhi PhoP-promoter GFP reporter, fluorescence, 4 h; higher % means a stronger effect | one-dose inhibition, % at 50 µM; IC50 in µM for titrated hits | 310,000 tested, 0.33% active; in the data active = a potency from the dose series; inconclusive = inhibition mostly from about 25% at the one dose, without a potency; inactive = the rest, 99 in 100 with inhibition below about 19%;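 note: 0% = induced wells with vehicle and 100% = uninduced wells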
# VEEV TC-83 Vero: inhibitors of VEEV TC-83 cytopathic effect, confirmation, Vero cells (AID 588727); inhibition, % at 20 µM, or IC50 in µM where a hit was titrated; Vero cells, VEEV TC-83 cytopathic effect inhibition; higher % means a stronger effect; 350,000 tested, 0.13% active; in the data active = a potency from the dose series; inconclusive = inhibition mostly from about 14% at the one dose, without a potency; inactive = the rest, 99 in 100 with inhibition below about 12%; note: strong numbers were not always called active
# M. tuberculosis: growth inhibition of non-replicating M. tuberculosis (AID 488890) | inhibition, % at 25 µM; hits with a dose series show IC50 in µM | Mycobacterium tuberculosis non-replicating, growth inhibition; higher % means a stronger effect | 320,000 tested, 0.39% active; in the data active = a potency from the dose series; inconclusive = inhibition mostly from about 82% at the one dose, without a potency; inactive = the rest, 99 in 100 with inhibition below about 76%;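 note: plate controls were DMSO cells for no effect and high antibiotic wells for full effect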
# H37Rv inhibition: M. tuberculosis growth inhibition, HTS (AID 449762); M. tuberculosis H37Rv growth inhibition, 7H9 media; higher % means a stronger effect; inhibition, % at 25 µM, or IC50 in µM where a hit was titrated; 330,000 tested, 0.59% active; in the data active = a potency from the dose series; inconclusive = inhibition above about 70% without an active follow-up result;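 note: bacterial growth assessed after seven days of incubation; strong numbers were not always called active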
# * hit, by the source's call; i = inactive; ? = inconclusive; nt = not tested or not shown.
# The first 3 records, to show the layout:
# Each structure is followed by: influenza NS1A	PhoP GFP inhibition	VEEV TC-83 Vero	M. tuberculosis	H37Rv inhibition
- Cc1ccc(/C=C/S(=O)(=O)NCC(=O)OCC(=O)Nc2ccc(C(=O)N(C)C)cc2)cc1
 : -16%	nt	1.1%	-20%	-4%
- Cc1cc(Br)ccc1OCCN1CCCC1
 : 1%	2%	0.3%	20%	1%
- C=CCOc1ccccc1CNc1ccc2[nH]c(=O)[nH]c2c1
 : 4%	3%	1.8%	-2%	6%

# The listing, from the start:
# Each structure is followed by: influenza NS1A	PhoP GFP inhibition	VEEV TC-83 Vero	M. tuberculosis	H37Rv inhibition
- Cc1ccc(/C=C/S(=O)(=O)NCC(=O)OCC(=O)Nc2ccc(C(=O)N(C)C)cc2)cc1
 : -16%	nt	1.1%	-20%	-4%
- Cc1cc(Br)ccc1OCCN1CCCC1
 : 1%	2%	0.3%	20%	1%
- C=CCOc1ccccc1CNc1ccc2[nH]c(=O)[nH]c2c1
 : 4%	3%	1.8%	-2%	6%
- O=C1N=C(N2CCOCC2)S/C1=C/c1ccc(-c2ccccc2Cl)o1
 : -8%	-3%	5.3%	15%	4%
- CC(NC(=O)COC(=O)C1CSC2(C)CCC(=O)N12)C12CC3CC(CC(C3)C1)C2 (centres undefined)
 : 7%	-1%	0.1%	26%	5%
- COc1ccc(/C=N/N=C2\SC(CC(=O)O)C(=O)N2c2ccccc2)c(OC)c1 (centres undefined)
 : 4%	-14%	1.9%	-10%	-10%
- C/C(CC(=O)Nc1ccccn1)=N\NC(=O)C(=O)Nc1cccc(C)c1
 : -8%	2%	6.2%	3%	?
- O=S(=O)(c1cccc(S(=O)(=O)N2CCCC2)c1)N1CCCCC1
 : -8%	13%	1.2%	2%	0%
- Cc1cccc(CN2CCN(CCCc3ccccc3)CC2)c1
 : nt	11%	nt	12%	-1%
- Fc1cccc(CSc2ccc(-c3ccc4c(c3)OCO4)nn2)c1
 : -1%	-4%	0.2%	63%	-1%
- O=C(c1cc2nc(-c3ccccc3)cc(C(F)(F)F)n2n1)N1CCCC1
 : -11%	nt	1.8%	nt	nt
- C/C(N)=C(/C#N)C(=O)COc1ccc(Cl)cc1Cl
 : -9%	12%	0.1%	-12%	-3%
- O=c1cc(-c2ccccc2)oc2ccc(Cl)cc12
 : 1%	nt	1.2%	nt	nt
- COc1ccc(S(=O)(=O)Cc2ccc(C(=O)NCc3cccnc3)o2)cc1
 : -7%	-5%	i	11%	-4%
- COc1ccc(OC2C(=O)N(c3ccc(F)cc3)C2c2ccc(OC)c(OC)c2)cc1 (centres undefined)
 : -2%	-6%	0.6%	4%	5%
- Cc1cc(NC(=O)CSc2nc(C(C)C)nc3c2c(=O)n(C)c(=O)n3C)no1
 : 24%	-7%	8.2%	17%	-7%
- CN(CC(=O)NC1CCCc2ccccc21)C1CCCCC1 (centres undefined)
 : -16%	-1%	0.9%	9%	-5%
- Nc1nc2n(n1)C(c1ccc(Cl)cc1)CC(c1ccc(F)cc1)N2 (centres undefined)
 : -6%	14%	3.5%	22%	2%
- CCC(Oc1ccccc1OC)C(=O)N1CC(=O)Nc2ccccc21 (centres undefined)
 : 2%	-12%	2.0%	2%	6%
- Cc1cccc(C)c1NC(=O)Cn1nc(C)n2cccc2c1=O
 : -2%	-31%	2.0%	-7%	0%
- Cc1ccccc1C(=O)Nc1ccc(S(=O)(=O)N2CCN(C)CC2)cc1
 : 13%	-1%	1.3%	-1%	-9%
- COc1ccccc1CNC(=O)[C@H](C)NC(=O)C1CCN(C(=O)[C@@H](N)CCSC)CC1
 : 5%	12%	i	1%	-5%
- O=C(O)/C(=C\c1ccccc1)c1ccccc1
 : -6%	-6%	i	23%	10%
- Cc1ccc2cc(C(c3nnnn3C3CCCC3)N(Cc3cccnc3)Cc3ccco3)c(=O)[nH]c2c1 (centres undefined)
 : 2%	-2%	6.3%	44%	1%
- Cn1c(SCC(=O)c2ccc(F)cc2)nc2cccnc21
 : 1%	-6%	i	66%	-4%
- c1ccc(-c2cncn2-c2ccccc2)cc1
 : -13%	-1%	6.2%	26%	0%
- CCOC(=O)c1ccc(NC(=O)CCc2ccc(C)o2)cc1
 : 17%	0%	0.8%	79%	?
- O=C1CSC(c2cccnc2)N1Cc1ccc(Cl)cc1Cl (centres undefined)
 : 8%	2%	0.6%	-6%	-5%
- COc1ccc(C)cc1NC(=O)NNC(=O)C(C)Oc1ccc([N+](=O)[O-])cc1 (centres undefined)
 : -9%	-7%	8.3%	-13%	?
- Cc1cc(C)c(CN2CCN(C(=O)Cn3ccc(N)nc3=O)CC2)c(C)c1
 : 3%	nt	2.7%	3%	7%

# Three of these compounds, reformatted.
molecule | influenza NS1A | PhoP GFP inhibition | VEEV TC-83 Vero | M. tuberculosis | H37Rv inhibition
CCOC(=O)c1ccc(NC(=O)CCc2ccc(C)o2)cc1 | 17% | 0% | 0.8% | 79% | ?
O=C1CSC(c2cccnc2)N1Cc1ccc(Cl)cc1Cl (centres undefined) | 8% | 2% | 0.6% | -6% | -5%
COc1ccc(C)cc1NC(=O)NNC(=O)C(C)Oc1ccc([N+](=O)[O-])cc1 (centres undefined) | -9% | -7% | 8.3% | -13% | ?

# (next part)
# Each structure is followed by: influenza NS1A	PhoP GFP inhibition	VEEV TC-83 Vero	M. tuberculosis	H37Rv inhibition
- COc1ccccc1NC(=S)NNC(=S)Nc1ccc(OC(F)F)cc1
 : 6%	-1%	7.0%	-13%	2%
- Cc1cccc2sc(N(CCN(C)C)C(=O)/C=C/c3cccs3)nc12
 : -2%	2%	i	50%	51%
- CC(OC(=O)c1ccccc1C(=O)N(C)C1CCCCC1)C(=O)NC1(C#N)CCCCC1 (centres undefined)
 : 3%	nt	2.1%	22%	3%
- COc1ccccc1NS(=O)(=O)c1cc(NC(=O)CCC2CCCC2)ccc1N1CCOCC1
 : 5%	10%	2.1%	26%	-9%
- O=C(CNC(=O)c1cn2ccccc2n1)Nc1ccc(F)c(F)c1
 : -8%	6%	1.4%	-13%	-10%
- O=C(Nc1ccc2nc(-c3ccco3)[nH]c2c1)c1ccco1
 : 9%	-2%	6.2%	1%	-6%
- COc1cccc(NC(=O)Nc2nnc(Cc3ccccc3F)s2)c1
 : 0%	-3%	2.5%	6%	5%
- C/C(=N\OCC(=O)Nn1c(=O)[nH]c2ccccc2c1=O)c1cccs1
 : -6%	-2%	3.0%	-1%	-4%
- O=S(=O)(c1ccccc1)N1CCCC1c1nc2ccccc2s1 (centres undefined)
 : 3%	6%	0.1%	12%	6%
- COC(=O)[C@@H]1C[C@H]1[C@@H](NC(=O)c1ccccc1)c1ccccc1
 : 2%	9%	2.3%	2%	-9%
- Cc1ccc(C(=O)C2CCN(S(=O)(=O)c3c(C)noc3C)CC2)cc1
 : nt	-10%	i	-1%	-4%
- COc1cc(C)nc(N2CCCC(C(=O)Nc3ccccc3Br)C2)n1 (centres undefined)
 : -5%	1%	0.7%	-4%	-6%
- Cc1cc2ccccn2c1C(C[N+](=O)[O-])c1ccc(N(C)C)cc1 (centres undefined)
 : 10%	-2%	0.9%	45%	13%
- COc1ccc(S(=O)(=O)N2CCCCC2)cc1NC(=O)CCNC(=O)c1ccccc1Cl
 : 6%	nt	2.5%	14%	-8%
- CCOP(=O)(OCC)c1ccc(O)cc1
 : -9%	-3%	0.6%	-7%	-4%
- COc1ccccc1NC(=S)N(CCCN(C)C)Cc1cc2cc3c(cc2[nH]c1=O)OCO3
 : -8%	-15%	0.6%	14%	8%
- Cc1nc([N+](=O)[O-])c(SCC(O)CCl)n1Cc1ccc(Cl)cc1 (centres undefined)
 : -3%	-2%	0.7%	7%	-6%
- O=C(Nc1ccc(N2CCCC2)cc1)c1cccc(-c2cc3ccccc3oc2=O)c1
 : 1%	-12%	1.1%	?	?
- Cc1cc(NCCCn2ccnc2)n2nc(-c3ccc(Cl)cc3)cc2n1
 : -7%	-6%	0.6%	70%	?
- CCCc1cc(=O)oc2c(C)c(O)c(CN3CCCCC3)cc12
 : 5%	6%	0.2%	-16%	-5%
- CC(=O)Nc1ccc(S(=O)(=O)NCCS(=O)(=O)N2CCN(c3ccccc3)CC2)cc1
 : -2%	7%	0.3%	6%	4%
- O=C(COC(=O)c1ccccc1)Nc1cc(S(=O)(=O)N2CCCCCC2)ccc1Cl
 : -9%	nt	i	-19%	-13%
- CC(=O)NC/C(C)=N\Nc1ccc([N+](=O)[O-])cc1
 : 11%	-5%	0.9%	67%	?
- COc1ccc(N2CCN(C(=O)Cc3ccc(OC)c(OC)c3)CC2)cc1
 : 5%	-8%	i	-13%	0%
- COc1cc(NC(=O)C/C(C)=N/NC(=O)C(=O)NC2CCCCC2)c(OC)cc1Cl
 : -15%	-9%	1.9%	42%	14%
- O=C(COc1cc2oc(=O)c3c(c2cc1Cl)CCC3)Nc1ccc(CN2CCOCC2)cc1
 : 11%	-31%	0.2%	-3%	9%
- C[C@]12CCC3C(CC[C@H]4C[C@@H](O)CC[C@]34C)C1CC[C@@H]2O (some centres undefined)
 : -2%	nt	0.8%	-1%	6%
- Cc1ccc(CC(=O)Nc2ccc(S(=O)(=O)N3CCOCC3)cc2)cc1
 : -19%	-7%	0.1%	4%	-2%
- O=c1[nH]cc(N(CCO)CCO)c(=O)[nH]1
 : 3%	-12%	i	-7%	-3%
- CS(=O)(=O)c1cccc(-c2csc(N3CCC(C(N)=O)CC3)n2)c1
 : 4%	nt	1.1%	8%	1%

# Compound profiles, as listed above:
# C/C(=N\OCC(=O)Nn1c(=O)[nH]c2ccccc2c1=O)c1cccs1 in the list: influenza NS1A = -6%; PhoP GFP inhibition = -2%; VEEV TC-83 Vero = 3.0%; M. tuberculosis = -1%; H37Rv inhibition = -4%
# C[C@]12CCC3C(CC[C@H]4C[C@@H](O)CC[C@]34C)C1CC[C@@H]2O (some centres undefined) in the list: influenza NS1A = -2%; PhoP GFP inhibition = nt; VEEV TC-83 Vero = 0.8%; M. tuberculosis = -1%; H37Rv inhibition = 6%

# (listing goes on)
# Each structure is followed by: influenza NS1A	PhoP GFP inhibition	VEEV TC-83 Vero	M. tuberculosis	H37Rv inhibition
- CC(Cl)C(=O)Nc1ncc(C(F)(F)F)cc1Cl (centres undefined)
 : -10%	-8%	i	21%	8%
- CCOC(=O)CC(NC(=O)c1cccs1)c1ccc(C)cc1 (centres undefined)
 : -2%	0%	i	0%	5%
- O=C(Nc1nc2ccc(F)cc2s1)C1=NN(c2ccccc2)C(=O)CC1
 : 7%	-13%	3.6%	-6%	0%
- COc1ccccc1NS(=O)(=O)c1cccc(C(=O)NNC(=O)c2ccc(Cl)nc2)c1
 : -14%	nt	i	10%	7%
- CCC(C(=O)O)N1C(=O)C2CCCCC2C1=O (centres undefined)
 : -11%	2%	0.2%	-19%	-4%

# Already shown: 6 of the compounds above.
# Each structure is followed by: influenza NS1A	PhoP GFP inhibition	VEEV TC-83 Vero	M. tuberculosis	H37Rv inhibition
- C[C@]12CCC3C(CC[C@H]4C[C@@H](O)CC[C@]34C)C1CC[C@@H]2O (some centres undefined)
 : -2%	nt	0.8%	-1%	6%
- Cc1ccc(CC(=O)Nc2ccc(S(=O)(=O)N3CCOCC3)cc2)cc1
 : -19%	-7%	0.1%	4%	-2%
- O=c1[nH]cc(N(CCO)CCO)c(=O)[nH]1
 : 3%	-12%	i	-7%	-3%
- CS(=O)(=O)c1cccc(-c2csc(N3CCC(C(N)=O)CC3)n2)c1
 : 4%	nt	1.1%	8%	1%
- CC(Cl)C(=O)Nc1ncc(C(F)(F)F)cc1Cl (centres undefined)
 : -10%	-8%	i	21%	8%
- CCOC(=O)CC(NC(=O)c1cccs1)c1ccc(C)cc1 (centres undefined)
 : -2%	0%	i	0%	5%
